A549 viability: kills or reduces viability of A549 cells in Nrf2 counter-screen; Potency, µM (series often up to 46 µM), for the others: top-dose activity change, negative = cytotoxicity, usual class: inhibitors; 390,000 compounds, 0.16% hits; A549 ARE-Fluc cells, CellTiter-Fluor viability, 18-24 h; also: potency is read from the fitted curve at half-maximal effect; % is scaled to controls: 0 for no effect and ±100 for the full control effect
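A549 ARE-Fluc cells in 5% FBS OPTI-MEM, 5000 cells/well, rested 2 h then exposed to compounds in concentration-response for 18-24 h at 37 °C. Viability by CellTiter-Fluor fluorescence (Ex 405/Em 525) after 30 min; luciferase luminescence (BugLite, 15 min, RT) read afterwards.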
IL1B secr inh: inflammasome signaling inhibition, IL-1 beta readout | THP-1 LPS/ATP IL-1B secretion, AlphaLISA, 16 h; stronger effect = lower value | 360,000 compounds, 4.7% hits | activity change, % at 57.5 µM | AID 743279; in the data active = activity change below about -50%; inconclusive = mostly about -30% to -49%; also: % is scaled to controls: 0 for no effect and ±100 for the full control effect
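Secreted IL-1B measured by AlphaLISA bead assay after 16 h compound exposure of THP-1 cells; compounds (final up to 57.5 uM) added 1 h before LPS (250 ng/mL) and ATP (1.25 mM) stimulation; lower signal means less secretion.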
ATXN viability: viability counter-screen for ATXN expression inhibitors | AID 651635 | 400,000 compounds, 0.49% hits | S2 cells (HEK-293 line with an ATXN2-luciferase reporter) viability, CellTiter-Fluor protease fluorescence, 24 h | Potency, µM (series often up to 56.7 µM), most hits filed as cytotoxic; also: potency is read from the fitted curve at half-maximal effect; nearly all actives have a fitted effect of over 40% in size
TGFb inhibitor: inhibitors of TGF-b signaling | HepG2 CAGA-GFP TGF-b/SMAD3 reporter, GFP fluorescence, 18 h; TGF-beta stimulated, 500 pg/mL final | Potency, µM (highest dose often 46.1 µM), inactives show at the top dose activity, negative = inhibition, actives largely listed as inhibitors | 410,000 compounds, 1.2% hits | AID 588855; also: potency is read from the fitted curve at half-maximal effect; % is scaled to controls: 0 for no effect and ±100 for the full control effect; nearly all actives have a fitted effect of over 65% in size
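Inhibition of TGF-beta-driven CAGA-GFP reporter expression in HEPG2 cells is measured by cellular GFP fluorescence after 18 h stimulation with 500 pg/mL recombinant TGF-beta in 1% FBS medium at 37 degrees C.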
MCF10A rerep: inducers of DNA re-replication in MCF 10A breast cells; MCF 10A DNA re-replication, Hoechst nuclear intensity, 48 h; Potency, µM (doses to about 46.1 µM), without a hit: at the highest dose activity, positive = re-replication, hits mostly activators; 350,000 compounds, 2.9% hits; also: potency is read from the fitted curve at half-maximal effect; % of control where 0% means no effect; nearly all actives have a fitted effect of over 50% in size
Nrf2 block: blocks Nrf2 signaling | 360,000 compounds, 2.1% hits | AID 504444 | Potency, µM (highest dose often 46 µM), for the others: at the highest dose activity change, negative = inhibition, most hits filed as inhibitors | A549 ARE-Fluc reporter, luciferase luminescence, 18-24 h; also: potency is read from the fitted curve at half-maximal effect; % is scaled to controls: 0 for no effect and ±100 for the full control effect; nearly all actives have a fitted effect of over 60% in size
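Nrf2 function is reported as luminescence of an ARE-controlled luciferase in A549 cells. Compounds were tested at several concentrations, and a CellTiter-Fluor read on the same wells flagged cytotoxicity.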
Nrf2 ARE act: Nrf2 pathway activation. AREc32 ARE-luciferase reporter (MCF7-derived line), luminescence, 24 h. Potency, µM (highest dose often 46.1 µM), for inactives: top-dose activation, actives largely listed as activators. 410,000 compounds, 0.31% hits; also: potency is read from the fitted curve at half-maximal effect; % of control where 0% means no effect; nearly all actives have a fitted effect of over 65% in size
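Each well held 1000 AREc32 cells, which were incubated with compound for 24 hr at 37 deg C after overnight attachment, and ARE reporter activity was quantified by firefly luciferase luminescence.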
ATXN2 expr inh: reduces ATXN2 reporter expression in HEK-293 cells; AID 1745845; HEK-293 ATXN2-luciferase reporter, luminescence, 24 h; 360,000 compounds, 0.72% hits; Potency, µM (top dose mostly 57 µM), inactives show at the highest dose activity change, negative = inhibition, usual class: inhibitors; also: potency is read from the fitted curve at half-maximal effect; % is scaled to controls: 0 for no effect and ±100 for the full control effect; nearly all actives have a fitted effect of over 55% in size
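qHTS (up to 57 uM final) was run with 24 h compound exposure of reporter cells at 37 °C. Each well was multiplexed: SteadyGlo luminescence measured ATXN2-luciferase expression after a fluorogenic Gly-Phe-AFC viability readout (25 uM final).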
HepG2 tox: kills HepG2 cells in TGF-b inhibitor counter-screen; HepG2 CAGA-GFP viability, ATP luminescence, 18 h; Potency, µM (doses to about 46.1 µM), for the others: top-dose activity change, negative = cytotoxicity, usual class: cytotoxic; 410,000 compounds, 0.76% hits; AID 588856; also: potency is read from the fitted curve at half-maximal effect; some results filed as inactive show a strong effect at the top dose
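CellTiter-Glo luminescence gave cytotoxicity after 18 hours at 37 degrees C. The cells were HepG2 CAGA-GFP in 1% FBS DMEM, stimulated with 500 pg/mL TGF-beta after compound addition. %Activity was normalised to no-cell wells (complete cell-killing) and DMSO (no toxicity), and curves were fitted and classified.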
* hit, by the source's call; i = inactive; ? = inconclusive; nt = not tested or not shown; & = joins results of further samples; [ ] = remark or other dose. Unless noted, calls follow the shape of the dose curve; as a rule, active = well fitted curve in the direction sought with a large enough effect; inconclusive = small, poorly fitted or top-dose-only effect, or another doubt; inactive = no such curve, though single readings can be large; an effect the other way counts as inactive or inconclusive.

1	COc1ccc2c(c1)CCCN2C(N)=O
2	COc1ccc(CCC(=O)NC2=NCCS2)cc1OC
3	CCOC(=O)C1=C(O)C(=O)N(Cc2cccnc2)C1c1ccc(C)cc1 (stereo not given)
4	Cc1ccc(C)c(N2CC(O)(c3cccs3)[N+]3=C2CCCC3)c1 (stereo not given)
5	CCOc1ccccc1C=NN=Cc1ccccc1O
Assay by compound	1	2	3	4	5
A549 viability	24%	-1%	-5%	3%	-5%
IL1B secr inh	-10	0	13	-6	17
ATXN viability	i	i	i	i	i
TGFb inhibitor	0%	-9%	1%	0%	-11%
MCF10A rerep	13%	24%	-5%	-11%	-2%
Nrf2 block	-29%	18%	-19%	9%	10%
Nrf2 ARE act	-0.6%	2.0%	0.0%	-1.1%	?
ATXN2 expr inh	2%	2%	-2%	-33%	41%[activator]
HepG2 tox	2%	3%	-10%	9%	-11%

6	CCOc1cc(C(=O)Nc2cc3c(cc2N2CCCC2)n(C)c(=O)c(=O)n3C)cc(OCC)c1OCC
7	COc1ccccc1CNC(=O)C/C(C)=N/NC(=O)Cc1ccc(Cl)cc1
8	CCCS(=O)(=O)c1ccc(COC(=O)Cc2ccc([N+](=O)[O-])cc2)cc1
9	O=C(O)c1ccc(/C=N/Nc2nc3ccccc3[nH]2)cc1
10	COc1ccccc1S(=O)(=O)Cc1ccc(C(=O)NCCN2CCCCCC2)o1
Assay by compound	6	7	8	9	10
A549 viability	2%	3%	0%	-1%	6%
IL1B secr inh	nt	-2	-7	13	-12
ATXN viability	i	i	?	i	i
TGFb inhibitor	?	15%	9%	3%	-3%
MCF10A rerep	nt	19%	1%	4%	0%
Nrf2 block	4%	7%	-2%	5%	15%
Nrf2 ARE act	-0.2%	0.1%	0.1%	0.1%	-1.0%
ATXN2 expr inh	-3%	-6%	nt	-1%	1%
HepG2 tox	-9%	12%	0%	-4%	9%

11	Cc1cc(C)cc(N(C(=O)c2csnn2)C(C(=O)NC(C)(C)C)c2ccncc2)c1 (stereo not given)
12	COc1ccc(SCCN2CC[C@@H](C)CCC2=O)cc1
13	CCCn1c(=O)c2ccccc2n2c(SCC(=O)N3CCc4ccccc4C3)nnc12
14	O=C(CCN1C(=O)c2ccccc2C1=O)NNC(=O)c1ccc(Cl)cc1Cl
15	Cc1cccc(C)c1OCC(=O)Nc1nonc1-c1ccc(Br)cc1
Assay by compound	11	12	13	14	15
A549 viability	3%	0%	-8%	9%	12%
IL1B secr inh	21	0	9	4	nt
ATXN viability	i	?	i	i	?
TGFb inhibitor	1%	17%&13%	14%	11%	?
MCF10A rerep	-31%[inhibitor]	4%	-4%	-6%	nt
Nrf2 block	-9%	25%	-7%	7%	-7%
Nrf2 ARE act	-0.7%	-0.1%	1.0%	1.1%	5.2%
ATXN2 expr inh	16%	16%	3%	1%	?
HepG2 tox	-5%	8%&2%	11%	19%	-41%

16	COc1ccc(Cl)cc1NC(=O)NCc1ccco1
17	CCCc1cc(C(=O)Nc2c(C)nn(Cc3ccc(Cl)c(Cl)c3)c2C)no1
18	CC1=CCC2C(=O)N(c3cccc(C(=O)NC(C)c4ccccc4)c3)C(=O)C2C1 (stereo not given)
19	COC(=O)C[C@H]1c2cc(C(F)(F)F)ccc2S(=O)(=O)N1c1ccc(N(C)C)cc1
20	CCOc1ccccc1NC(=O)c1ccc2oc(=O)c(S(=O)(=O)c3ccc(F)cc3)cc2c1
Assay by compound	16	17	18	19	20
A549 viability	-11%	-15%	-2%	-1%	?
IL1B secr inh	-16	nt	15	41	nt
ATXN viability	i	?	i	i	i
TGFb inhibitor	?	?	6%	1%&-16%	1%
MCF10A rerep	-8%	nt	1%	?	nt
Nrf2 block	-7%	16µM*	12%	10%	-14%
Nrf2 ARE act	8.9%	3.8%	0.0%	3.5%	13%
ATXN2 expr inh	nt	?	-5%	11%	-4%
HepG2 tox	-9%	-33%	6%	11%&-5%	-10%

Compound profiles (already shown). Values in the order: A549 viability, IL1B secr inh, ATXN viability, TGFb inhibitor, MCF10A rerep, Nrf2 block, Nrf2 ARE act, ATXN2 expr inh, HepG2 tox
Record of `Cc1cc(C)cc(N(C(=O)c2csnn2)C(C(=O)NC(C)(C)C)c2ccncc2)c1` (stereo not given) : 3%, 21, i, 1%, -31%[inhibitor], -9%, -0.7%, 16%, -5%
Record of `O=C(CCN1C(=O)c2ccccc2C1=O)NNC(=O)c1ccc(Cl)cc1Cl` : 9%, 4, i, 11%, -6%, 7%, 1.1%, 1%, 19%

Following part:
21	COc1ccc(NC(=O)Nc2ccc3c(c2)C(=O)N([C@@H](C)CO)C[C@@H](C)[C@@H](CN(C)S(=O)(=O)c2cccs2)O3)cc1
22	Cc1cc(C(=O)N/N=C/c2cn[nH]c2-c2ccccc2)cs1
23	c1ccc(-n2cnnc2SCc2cn3ccsc3n2)cc1
24	O=[N+]([O-])c1ccc(/C=[N+](\[O-])[C@@H]2CCCC[C@@H]2/[N+]([O-])=C/c2ccc([N+](=O)[O-])o2)o1
25	COc1ccc(Cc2c(-c3ccccc3)nc3c4ccccc4ccn23)c(C)c1
Assay by compound	21	22	23	24	25
A549 viability	-1%	8%	-3%	21µM*	nt
IL1B secr inh	-21	i	-1	-92*	-12
ATXN viability	i	i	i	nt	?
TGFb inhibitor	6%	9%	-7%	7.1µM*	?
MCF10A rerep	-5%	13%	4%	23µM*	nt
Nrf2 block	6%	17%	-28%	-4%	nt
Nrf2 ARE act	8.0%	6.1%	0.0%	10µM*	5µM*
ATXN2 expr inh	9%	18%	3%	?	6%
HepG2 tox	-19%	10%	4%	-53%	-24%

26	CCOc1ccccc1NC(=S)N1CCC(NC(=O)C(C)(C)C)CC1
27	CCCN(CCC)S(=O)(=O)c1ccc(C(=O)Nc2nnc(-c3cccc(OC)c3)o2)cc1
28	COc1ccc(Br)cc1CNC(=O)Cc1cccs1
29	CC(=O)Nc1ccc(-c2ccnc3c2CC(C)(C(=O)NCc2ccco2)O3)cc1 (stereo not given)
30	CCOC(=O)C1CCN(c2c([N+](=O)[O-])c(C(Cl)Cl)nn2-c2ccccc2)CC1
Assay by compound	26	27	28	29	30
A549 viability	0%	?	0%	nt	-5%
IL1B secr inh	6	44	-22	55	-16
ATXN viability	?	?	i	?	i
TGFb inhibitor	18%	-20%	12%	12%	-5%
MCF10A rerep	1%	?	-5%	nt	?
Nrf2 block	1%	6.5µM*	2%	nt	4%
Nrf2 ARE act	0.3%	-1.0%[9.22 µM]	5.0%	0.9%	-0.7%
ATXN2 expr inh	-22%	?	10%	-16%	-13%
HepG2 tox	10%	-9%	6%	0%	-21%

31	O=C1NNC(c2ccccc2)=N/C1=C\c1ccccc1Cl
32	Cc1cccc(-n2ncc3c(Nc4ccc(Oc5ccc(Cl)cc5)cc4)ncnc32)c1
33	NS(=O)(=O)c1ccc(NC(=O)CN2CCc3ccccc3C2)cc1
34	Cc1ccc(OC(=O)Cn2c(C(F)(F)F)nc3ccccc32)cc1
35	COc1ccc(/C=N/NC(=O)c2cccc(Br)c2)cc1CN1CCOCC1
Assay by compound	31	32	33	34	35
A549 viability	4%	?	6%	-5%	7%
IL1B secr inh	20	nt	9	12	17
ATXN viability	i	?	i	i	i
TGFb inhibitor	-5%	31%	-3%	0%	8%
MCF10A rerep	4%	nt	4%	-3%	-1%
Nrf2 block	-7%	nt	2%	nt	10%
Nrf2 ARE act	4.7%	3.9%	-0.7%	-1.6%	5.0%
ATXN2 expr inh	-19%	?	-15%	-2%	-2%
HepG2 tox	-1%	4%	7%	36%	10%

Some of these compounds in order of their number in IL1B secr inh, rising.
cpd	structure	IL1B secr inh	TGFb inhibitor	Nrf2 ARE act
30	CCOC(=O)C1CCN(c2c([N+](=O)[O-])c(C(Cl)Cl)nn2-c2ccccc2)CC1	-16	-5%	-0.7%
25	COc1ccc(Cc2c(-c3ccccc3)nc3c4ccccc4ccn23)c(C)c1	-12	?	5µM*
13	CCCn1c(=O)c2ccccc2n2c(SCC(=O)N3CCc4ccccc4C3)nnc12	9	14%	1.0%

The list continues.
36	COCC(=O)Nc1nc(-c2ccc([N+](=O)[O-])cc2)cs1
37	COCCNC(=O)C1(C)CCCN(Cc2ccccc2N(C)C)C1 (stereo not given)
38	Nc1c(C(=O)NCc2ccco2)c2nc3ccccc3nc2n1CCc1ccc(F)cc1
39	COCCCn1cc(C(=O)c2cc(OC)ccc2OCC(=O)Nc2cc(C)on2)cc(C#N)c1=O
40	Cc1ccc(C(=O)NCC(c2ccco2)N2CCCCC2)s1 (stereo not given)
Assay by compound	36	37	38	39	40
A549 viability	-1%	nt	-6%	0%	-2%
IL1B secr inh	2	12	-116*	-9	12
ATXN viability	i	i	nt	i	i
TGFb inhibitor	7%	12%	16µM*	-1%	-4%
MCF10A rerep	?	nt	?	-4%	0%
Nrf2 block	-3%	nt	?	13%	20%
Nrf2 ARE act	3.0%	-0.3%	?	5.3%	4.0%
ATXN2 expr inh	-19%	2%	-34%	18%	nt
HepG2 tox	1%	-5%	-103%	-6%	-2%

41	COc1ccccc1CNC(=O)C12CC3CC(CC(C3)C1)C2
42	COc1cc(S(=O)(=O)N2CCN(C(=O)c3ccccc3)CC2)c(OC)cc1Br
43	CCOC(=O)N1CCN(CC(O)COc2ccc(-c3ccccc3)cc2)CC1 (stereo not given)
44	Cc1ccc(-n2nc3c(N4CCC(C(=O)NC(C)c5ccccc5)CC4)nnc(C)c3c2C)cc1 (stereo not given)
Assay by compound	41	42	43	44
A549 viability	5%	2%	-6%	?
IL1B secr inh	12	5	0	nt
ATXN viability	i	i	i	?
TGFb inhibitor	-13%	-3%	1%	8.9µM*
MCF10A rerep	-3%	2%	?	nt
Nrf2 block	-1%	12%	10%	?
Nrf2 ARE act	-0.7%	3.4%	-0.3%	4.6%
ATXN2 expr inh	-6%	nt	-22%	0%
HepG2 tox	1%	10%	-1%	11µM*

Screens from PubChem.
